# hcGAS lum = blocks human cGAS activity; AID 1259398; recombinant h-cGAS, ATP depletion, Kinase-Glo luminescence; 290,000 compounds, 0.081% hits; inhibition, % at 12.5 µM;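 further: 0% = vehicle reaction and 100% = reaction without DNA for no activity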
# Target sequence (Q8N884 whole entry, looked up): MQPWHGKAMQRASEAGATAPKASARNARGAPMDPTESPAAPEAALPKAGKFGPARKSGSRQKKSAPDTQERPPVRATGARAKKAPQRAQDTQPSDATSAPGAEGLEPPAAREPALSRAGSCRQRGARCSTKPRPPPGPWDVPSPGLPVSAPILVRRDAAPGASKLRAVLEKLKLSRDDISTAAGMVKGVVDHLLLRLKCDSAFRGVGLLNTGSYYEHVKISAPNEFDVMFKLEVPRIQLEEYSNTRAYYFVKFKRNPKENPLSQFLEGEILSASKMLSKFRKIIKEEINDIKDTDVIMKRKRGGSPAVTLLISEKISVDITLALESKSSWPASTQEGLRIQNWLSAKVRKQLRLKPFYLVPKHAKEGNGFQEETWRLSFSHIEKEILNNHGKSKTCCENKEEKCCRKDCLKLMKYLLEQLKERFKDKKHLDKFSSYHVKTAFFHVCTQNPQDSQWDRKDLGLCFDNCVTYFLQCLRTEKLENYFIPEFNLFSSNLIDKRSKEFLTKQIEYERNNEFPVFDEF
# NPYLR7 ag = mosquito NPYLR7 agonism; HEK293T NPYLR7/Galpha15, GCaMP6s calcium fluorescence; activation, % at 10 µM; 270,000 compounds, 0.15% hits; AID 1259423; in the data active means activation above about 40%;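 further: 0% = vehicle and 100% = reference agonist at the receptor; some compounds past the cut are filed as inactive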
# mcGAS lum = mouse cGAS inhibition by luminescence; Q8C6L5; recombinant cGAS, Kinase-Glo ATP depletion luminescence; inhibition, % at 12.5 µM; 160,000 compounds, 0.15% hits;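 further: 0% = negative control wells and 100% = reference inhibitor with no enzyme activity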
# Numbers without * were called inactive; . = not tested or not shown; & = joins results of further samples. Unless noted, no stated cut-off is given here; in the data, active means inhibition above about 40%; inactive means the rest. Compounds as they come; overall some 0.27% were active at least once.
SMILES,hcGAS lum,NPYLR7 ag,mcGAS lum
COc1ccc(-c2cc(C(=O)N3CCN(c4ccccc4Cl)CC3)c(C)n2-c2ccccc2F)cc1,-9.1,-4.3,-6.0
C1=C(CCNc2nc(N3CCOCC3)nc(N3CCOCC3)n2)CCCC1,-11.0,.,-6.6
Cc1nn(Cc2nn(-c3ccc(F)cc3)c3c2CCC3)c(=O)c(C#N)c1C,-3.2,4.3,.
CCCCC(=O)OCC(=O)NC(=O)NC(C)(C)C,-4.7,5.0,-5.8
CSc1nnc(CN(CC2CC2)C(C)c2ccccc2)s1 (centres undefined),-10.6,3.7,.
CC(c1cccc(-c2ccccc2C(N)=O)c1)N1CCCC1 (centres undefined),-12.6,6.2,.
COCC(NCc1nnc(-c2ccc(C)n2C)o1)c1ccnn1C (centres undefined),1.0,4.3,-13.6
CC1(C(=O)NC2Cc3ccccc3C2)CCN1C(=O)CC1CCCC1 (centres undefined),-5.8,6.2,.
COCCNC(=O)Cn1cc(C(F)(F)F)ccc1=O,-10.5,2.7,-8.2
Nc1nc(NC2CCCCC2)nc(N2CCN(Cc3ccccc3)CC2)c1[N+](=O)[O-],3.0,1.3,.

# Another view of part of the listing above:
CC1(C(=O)NC2Cc3ccccc3C2)CCN1C(=O)CC1CCCC1 (centres undefined)
  hcGAS lum: -5.8; NPYLR7 ag: 6.2; mcGAS lum: .
CCCCC(=O)OCC(=O)NC(=O)NC(C)(C)C
  hcGAS lum: -4.7; NPYLR7 ag: 5.0; mcGAS lum: -5.8
Cc1nn(Cc2nn(-c3ccc(F)cc3)c3c2CCC3)c(=O)c(C#N)c1C
  hcGAS lum: -3.2; NPYLR7 ag: 4.3; mcGAS lum: .

# Next results follow:
SMILES,hcGAS lum,NPYLR7 ag,mcGAS lum
Cc1nc(S(=O)(=O)NCC2CCN(Cc3ccccn3)C2)cn1C (centres undefined),-7.5,0.1,.
Cc1ccccc1-n1c(SCc2ccc(Cl)c(Cl)c2)nnc1-c1ccc(F)cc1,-10.0,.,-8.3
Cc1nc2n(n1)C(=O)C(C(c1cccc(Cl)c1)N1CCC3(CC1)OCCO3)S2 (centres undefined),-6.9,1.1,.
Cc1nc2ccccc2nc1N1CCN(C(=O)c2cncc(Br)c2)CC1,-7.7,.,-9.6
COCCCN(Cc1c(-c2ccccc2)noc1N1CCc2ccccc2C1)C(=O)c1ccccc1OC,-2.9,13.9,-5.8
CC(NC(=O)c1ccccc1Cl)C(=O)N1CCN(c2cccc(Cl)n2)CC1 (centres undefined),1.4,-2.5,.
Cc1sc(NC(=O)c2ccc(CS(C)(=O)=O)o2)c(C)c1C,-2.4,-3.6,.
CC1=C(C(=O)Nc2ccccc2)C2(CCCCC2)C(C(N)=O)C(SCc2ccccc2)=N1 (centres undefined),3.8,-2.7,.
OCc1cc2ccccc2nc1-c1cc(O)cc(CCC2CCCCN2)c1 (centres undefined),-3.9,4.8,.
FC(F)(F)C1(NCc2ccccc2)CCC2(CC1)OCCO2,-11.1&-9.6,9.6&5.1,.
Cc1ccccc1N=c1oc2ccc3ccccc3c2cc1-c1nc2ccccc2[nH]1,0.1,6.4,-1.0
O=C(c1cc(C(F)(F)F)cc(C(F)(F)F)c1)N1CCN(Cc2cc(=O)c(OCc3ccccc3Cl)co2)CC1,-4.1,15.4,-3.7
Cc1cc(C)nc(SCc2c(C(=O)NCc3cccs3)nnn2-c2ccccc2)n1,-6.2,-4.1,-8.1
CCCNc1nc2c(C)cccn2c(=O)c1C=C1SC(=S)N(C(C)c2ccccc2)C1=O (centres undefined),0.1,11.8,-0.4
CCCS(=O)(=O)CCN1CCN(c2cc(F)ccc2F)CC1,-15.5,5.8,-17.2
Oc1[nH]c2ccc(Br)cc2c1N=Nc1c(Cl)cc(Cl)cc1Cl,-5.6,22.0,-5.6
COc1ccc(OCCNC(=O)c2cncn2-c2ccc(-c3c(OC)cccc3OC)cc2)cc1,0.4,14.2,-5.7
Cc1ccc(-n2nc(-c3ccc([N+](=O)[O-])cc3)cc2C(=O)N2CCC3(CC2)OCCO3)c(C)c1,-5.2,-2.3,-3.0
COc1ccc(C(=O)CCC(=O)Nc2ncccc2C)cc1OC,-7.7,-0.5,.
O=C1NCC(=O)N2CCN(C(=O)c3cc(-c4ccccc4)no3)CC12 (centres undefined),-0.4,3.9,.

# Compound profiles (already shown):
# `C1=C(CCNc2nc(N3CCOCC3)nc(N3CCOCC3)n2)CCCC1` in the list: hcGAS lum: -11.0; NPYLR7 ag: .; mcGAS lum: -6.6
# `Cc1nc2ccccc2nc1N1CCN(C(=O)c2cncc(Br)c2)CC1` in the list: hcGAS lum: -7.7; NPYLR7 ag: .; mcGAS lum: -9.6

# Further compounds:
SMILES,hcGAS lum,NPYLR7 ag,mcGAS lum
O=C(O)c1ccc(N=Cc2nc(-c3ccc(Cl)cc3)oc2O)cc1,0.2,-4.1,.
Cc1ccc(CN2C(=O)COCc3cc(-c4ccoc4)ccc32)cc1,5.0,1.0,.
CCOc1ccc(-c2ccc(=O)n(CCNS(=O)(=O)CCc3ccccc3)n2)cc1,-6.0,0.3,-8.5
CCC(NC(=O)C1CC(=O)N(C)C1)c1cccc(Cl)c1 (centres undefined),2.8,0.1,-4.4
Cc1ccc(S(=O)(=O)N2CCN(CCn3nc(-c4ccccc4)ccc3=O)CC2)s1,-5.8,-5.0,-7.5
CN1CCC(C)(CNC(=O)c2cc(COc3ccc4c(c3)OCO4)[nH]n2)C1 (centres undefined),-3.8,4.4,.
COc1cccc(CN2CCN(c3ccc(-c4ccccc4)cc3)C(=O)C2C)c1 (centres undefined),-3.7,1.6,.
Cc1cccc2sc(N(CCCn3ccnc3)C(=O)c3cccc(F)c3)nc12,-5.3,-14.9,-9.1
S=c1n(CN(Cc2cccnc2)C2CC2)nc(-c2ccco2)n1Cc1ccccc1,-3.9,0.9,-6.6
c1ccc(CCCC2CN(C3CCSCC3)CCO2)cc1 (centres undefined),-9.6,6.2,.
CCn1c(SCC(=O)OC)nnc1-c1cc(-c2ccccc2)nc2ccccc12,-5.3,-9.0,-5.6
CC(C)(C)c1csc(NC(=O)Cc2ccsc2)n1,-9.5,11.5,-6.7
CC(Sc1ccc(S(C)(=O)=O)cc1)C(N)=O (centres undefined),-9.5,3.2,.
Cc1cc(C(=O)N2CCCC(N3CCNC3=O)C2)c(C)n1C(C)C (centres undefined),-2.1,-22.7,.
COC(C)c1noc(C2COc3ccccc32)n1 (centres undefined),-17.9,-0.4,.
O=C(NCCc1ccccc1)c1ccc(Oc2nc(Cc3ccccc3)ns2)c(CN2CCOCC2)c1,-10.3,-9.2,-6.0
CCCn1c(SCc2cccc3ccccc23)n[nH]c1=O,-7.1,1.0,.
CCc1nsc(NCC(C)(C)N2CCOCC2)n1,5.1,-1.6,.
COc1ccc(C(=O)NC(C)c2cccs2)cn1 (centres undefined),-8.1,-4.9,.
Cc1nc(C(=O)NC(C)c2nc3c(s2)CCCC3)cs1 (centres undefined),-1.3,6.7,.

# Brought forward from above: two compounds, followed by the next part.
SMILES,hcGAS lum,NPYLR7 ag,mcGAS lum
COc1ccc(C(=O)NC(C)c2cccs2)cn1 (centres undefined),-8.1,-4.9,.
Cc1nc(C(=O)NC(C)c2nc3c(s2)CCCC3)cs1 (centres undefined),-1.3,6.7,.
CC(NS(=O)(=O)C1CS(=O)(=O)c2ccccc21)c1cccc(F)c1 (centres undefined),-8.1,15.6,-15.8
O=S(=O)(NC1CCCCCC1)c1ccc(F)cc1F,-9.2,2.2,-8.7
O=c1cc(C(F)(F)C(F)(F)F)oc2ccccc12,-12.7,-0.7,.
CC(C)c1cc(N2CCOC(C(F)(F)F)C2)nc(C(F)(F)F)n1 (centres undefined),-12.6,0.2,-11.2
Cc1nn(-c2cccc(Cl)c2Cl)c(C)c1CCC(=O)N[C@@H]1CCCC[C@H]1N1CCOCC1,-3.7,3.2,.
CCC(C)NC(=O)c1ccc(-c2cccnc2OC)o1 (centres undefined),0.0,-3.0,.
Cc1cc(-n2[nH]c(C)cc2=O)nc(-c2ccccc2O)n1,-0.8,-18.8,.
COCCCNc1nc2nonc2nc1N1CCCC(CN2CCOCC2)C1 (centres undefined),-6.0,11.2,.
COC(=O)CCc1c(C)nn(-c2ccc(C(=O)NCCc3ccccc3)cc2)c1C,-1.8,-3.1,-2.0
O=C1N(CCc2ccccc2)C(c2ccccc2)=NC1(Nc1ncccn1)C(F)(F)F (centres undefined),3.5,-6.6,-3.0
CC1CN(c2nc(-c3ccccc3)nc3c2CN(C(=O)Nc2ccc(Cl)cc2Cl)CC3)CC(C)O1 (centres undefined),-10.2,-9.4,-3.1
O=c1c(-c2ccc(Cl)cc2)[n+]([O-])c2ccccc2n1OCc1ccccn1,-2.7,1.7,-7.4
C=CCOc1ccc(/C=C2\NC(=S)NC2=O)cc1OC,-2.9,-1.0,0.0
COc1ccccc1CN(C(=O)CSc1nnc(C)s1)C1CCCC1,-0.7,-0.4,-10.7
c1cncc(CN2CCN(Cc3nc(-c4ccc5c(c4)OCO5)no3)CC2)c1,-3.0,10.9,-14.3
CCCC(=O)N(c1ccc2oc(C)c(C(C)=O)c2c1)S(=O)(=O)c1ccccc1,-7.3,3.8,.
O=c1ccnc2sc(NCCc3ccc4c(c3)OCO4)nn12,-0.5,0.6,.
COc1ccc(C2CC(=O)C3C(=Nc4ccccc4NC3c3ccccc3[N+](=O)[O-])C2)cc1 (centres undefined),-2.2,-1.1,-6.9
O=C1C[C@H]2CC[C@@H](CN1)N2c1nccc(CCC(F)(F)F)n1,-4.0,-6.7,.
Cc1ccccc1Oc1ncccc1CNC(=O)c1cc(=O)c2ccccc2o1,-3.3,.,-9.2
O=C(C1CCCC1)N1CCN(S(=O)(=O)c2ccc(F)c(Cl)c2)CC1,-10.0,17.0,.
Nc1nc(NCc2ccco2)nc(N2CCCCC2)c1[N+](=O)[O-],-6.0,-2.3,.
O=C(Nc1ccc(Cl)cc1)N1CCCN(Cc2ccc(F)cc2)CC1,-22.0,14.3,-4.6
COC(=O)[C@@H](NC(=O)CCC1(Cc2ccc(OC)cc2F)CCC(=O)N1)C(C)C (some centres undefined),-5.7,12.4,-10.3
CC(CC12CC3CC(CC(C3)C1)C2)n1cnc2nccnc2c1=O (centres undefined),-11.5,-1.0,.
Cc1c(NC(=O)Cc2csc(NC(=O)Nc3ccccc3)n2)c(=O)n(-c2ccccc2)n1C,-9.2,-3.1,.
Cc1nc(-n2nc(C3CC3)cc2NC(=O)c2ccccc2Cl)[nH]c(=O)c1C,3.1,8.6,.
O=C(NCCc1nccc(-c2ccccc2)n1)c1cn(-c2ccccc2)nn1,-8.3,4.1,-13.3
CC(=O)c1ccc(S(=O)(=O)N2CCN(C(=O)CN3CCC(C)CC3)CC2)cc1,2.0,2.3,.
CC(NC(=O)c1cc2n(n1)CCN(Cc1c(Cl)cccc1Cl)C2=O)c1ccccc1 (centres undefined),5.1,-9.9,-2.3
CN(C)c1nc2c(c(=O)[nH]1)CCN(C(=O)c1cccc3c1NCCC3)C2,-7.9,23.8,.
N#CC(c1ccc(Cl)cc1)c1c(Cl)cc(-n2ncc(=O)[nH]c2=O)cc1Cl (centres undefined),-2.9,-1.0,.
COC(=O)c1oc(CN2CCCc3cccc(NC(C)=O)c32)cc1C,-5.3,0.7,.
